High-throughput results (PubChem BioAssay)
Calb biofilm kill: kills Candida albicans biofilms | C. albicans biofilm + clotrimazole, Alamar Blue | inhibition, % at 6 µM | 85,000 tested, 0.14% active | AID 834;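 active = inhibition above 20%; inactive = inhibition below 20%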;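 also: preformed 24 hr biofilms exposed to compound for 48 hr; 0% = biofilm without compound and 100% = blank killed by clotrimazole plus chlorhexidine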
CYP2C9 inhib: inhibitors of human CYP2C9 | CYP2C9 Supersomes, luciferin-H conversion, luminescence | AID 777 | inhibition, % at 5 µM | 96,000 tested, 20% active;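 active = blocking of liver enzyme CYP2C9 beyond about 50% at 5 µM, limit read from the data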; also: values of inactives mirror those of a sister screen read the other way
Target sequence (P11712 whole entry, looked up): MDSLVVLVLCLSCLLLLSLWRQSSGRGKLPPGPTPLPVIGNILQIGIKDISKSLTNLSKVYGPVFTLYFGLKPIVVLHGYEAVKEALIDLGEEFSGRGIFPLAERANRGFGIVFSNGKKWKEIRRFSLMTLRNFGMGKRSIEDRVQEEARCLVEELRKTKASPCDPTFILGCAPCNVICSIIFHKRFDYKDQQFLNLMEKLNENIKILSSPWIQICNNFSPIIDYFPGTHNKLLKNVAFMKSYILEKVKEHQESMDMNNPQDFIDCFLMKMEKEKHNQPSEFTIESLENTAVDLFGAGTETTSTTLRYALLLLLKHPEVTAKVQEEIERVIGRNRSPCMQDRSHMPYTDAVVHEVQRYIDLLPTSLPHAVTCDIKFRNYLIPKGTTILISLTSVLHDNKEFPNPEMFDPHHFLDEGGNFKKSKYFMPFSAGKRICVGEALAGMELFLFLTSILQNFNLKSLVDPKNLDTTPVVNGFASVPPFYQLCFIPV
CYP2C19 act: increases human CYP2C19 enzyme activity. P33261. recombinant CYP2C19, luciferin-H EGE luminescence; active compounds read high; 0 = fully inhibited enzyme, 1 = untreated enzyme. activation factor at 5 µM. 96,000 tested, under 10 active;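 active = activation factor of at least 2 at 5 µM in the primary screen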;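 also: 0 = wells with 2.5 mM tranylcypromine and 1 = vehicle-only wells; values of inactives mirror those of a sister screen read the other way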
Target sequence (P33261 whole entry, looked up): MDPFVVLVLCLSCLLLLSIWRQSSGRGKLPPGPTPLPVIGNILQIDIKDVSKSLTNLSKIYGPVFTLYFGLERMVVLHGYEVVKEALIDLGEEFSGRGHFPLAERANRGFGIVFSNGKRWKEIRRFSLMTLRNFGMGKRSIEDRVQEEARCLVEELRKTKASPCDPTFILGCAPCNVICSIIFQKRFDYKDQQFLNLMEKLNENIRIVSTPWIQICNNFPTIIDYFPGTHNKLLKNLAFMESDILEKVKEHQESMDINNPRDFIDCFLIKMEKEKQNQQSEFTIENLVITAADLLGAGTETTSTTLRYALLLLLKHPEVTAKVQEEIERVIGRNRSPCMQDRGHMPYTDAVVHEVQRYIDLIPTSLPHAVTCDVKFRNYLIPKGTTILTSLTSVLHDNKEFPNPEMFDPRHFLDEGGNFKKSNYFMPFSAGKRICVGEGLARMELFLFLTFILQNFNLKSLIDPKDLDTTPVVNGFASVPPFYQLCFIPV
CYP2C9 activ: CYP2C9 (human) activation. P11712. 96,000 tested, 1.4% active. AID 1024. activation factor at 5 µM. recombinant CYP2C9, luciferin-H conversion, luminescence; active compounds read high; factor 1 = untreated enzyme, 0 = blocked;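 active = activation factor of 2 or more for CYP2C9 at a 5 µM dose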;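 also: 0 = sulfaphenazole-blocked wells and 1 = vehicle-only wells; values of inactives mirror those of a sister screen read the other way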
DAT uptake mod: modulates human dopamine transporter uptake under cocaine | B-score at 10 µM | 110,000 tested, 1.3% active | AID 449768 | Q01959 | LLC-PK1 hDAT cells, [14C]-dopamine uptake with cocaine IC80; actives deviate in either direction;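 active = Z score or B-score, a plate-position-corrected score, falls beyond the plate's 99.7% confidence bounds, in either direction; inactive = both scores lie inside the 99.7% bounds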;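 also: scored against the spread of the other compound wells on the same plate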
HUVEC tox IL1B: toxic to HUVEC cells under IL-1B stimulation; cell count reduction, % at 2 µM; HUVEC cell count loss, Hoechst imaging, IL-1B stimulated; AID 845; 94,000 tested, 0.41% active;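 active = cell count reduction more than 3 SD above the screen-wide mean, cut at about 70% in these data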;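 also: normalized per plate to untreated control cells as the no-loss baseline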
TNFa cytotox: toxic to HUVEC cells under TNF alpha stimulation. HUVEC TNFalpha-stimulated, Hoechst cell count, imaging. cell count reduction, % at 2 µM. 93,000 tested, 0.17% active. AID 848;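 active = cell count reduction exceeding the screen mean by over 5 SD, scaled to untreated wells per plate, cut at about 78% in these data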;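 also: cells counted after 24 h of TNF alpha exposure following the 1 h pretreatment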
CYP2C19 inhib: human CYP2C19 inhibition | AID 778 | P33261 | 96,000 tested, 21% active | CYP2C19 Supersomes, luciferin-H EGE luminescence, 30 min | inhibition, % at 5 µM;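 active = CYP2C19 inhibition above a set limit at 5 µM in the primary screen, cut at about 50% in these data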;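 also: plate controls were negative control wells for no effect and 2.5 mM tranylcypromine positive control for full effect; values of inactives mirror those of a sister screen read the other way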
VCAM1 TNFa inh: reduces TNF alpha induced VCAM1 expression in HUVEC; HUVEC TNFa-induced VCAM-1 immunofluorescence, high-content imaging; inhibition, % at 2 µM; 95,000 tested, 0.48% active;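 active = inhibition above the batch mean plus 3 SD, with images confirmed as a hit by eye, cut at about 37% in these data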;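 also: 0% = TNF-stimulated DMSO wells and 100% = unstimulated control wells; not every result past the cut was called active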
Starred values were filed as active, the others as inactive; nt = no result given.

SMILES	Calb biofilm kill	CYP2C9 inhib	CYP2C19 act	CYP2C9 activ	DAT uptake mod	HUVEC tox IL1B	TNFa cytotox	CYP2C19 inhib	VCAM1 TNFa inh
CCn1c(SC)nnc1-c1nnc(SC)n1CC	6	11	0.9	0.9	-0.23	-5	-13	8	-26
CCOc1ccc(N(Cc2cc3cc(OC)ccc3[nH]c2=O)S(C)(=O)=O)cc1	4	33	0.9	0.7	0.71	-38	-23	14	5
CCc1nc(C)cn1S(=O)(=O)c1cc(Cl)c(OC)cc1Cl	9	-8	0.6	1.1	-0.68	-2	-36	43	-1
COc1ccc(N2CCN(C(=O)c3ccc(C)cc3Cl)CC2)cc1	4	-47	1	1.5	0.022	-7	nt	4	nt
Cc1ccc(CN2C(=O)CCC2C(=O)NC2CC2)cc1 (stereo unspecified)	6	10	0.6	0.9	-0.46	1	-54	41	-36
CN(C)C=NC(=O)c1ccc([N+](=O)[O-])c(CS(=O)(=O)c2ccc(Cl)cc2)c1	nt	56*	0.2	0.4	0.83	8	-6	75*	-4
Cc1cc(C)c2c(CC(=O)O)coc2c1	10	2	1	1	-0.026	-26	-7	3	4
Cc1occc1C(=O)Nc1ccc2c(c1)OCO2	-4	4	0.5	1	0.91	-22	-19	54*	12
CC(=O)Nc1ccc(S(=O)(=O)Nc2cc(C)c(-n3nc4ccccc4n3)cc2O)cc1	5	4	1.1	1	0.7	-9	-12	-6	-2
CCCc1nc(SCC(=O)Nc2cc(C)on2)c2ccccc2n1	11	32	0.9	0.7	0.0059	-37	-16	10	4
O=C(NCCc1ccc(Cl)cc1)c1cnc2n(c1=O)CCS2	10	13	0.5	0.9	-1.1	nt	nt	55*	nt
Cc1ccc2cc(C)c3nnc(SCC(=O)N4CCCc5ccccc54)n3c2c1C	nt	-6	0.9	1.1	nt	4	-4	14	9
N#Cc1cccc(NC(=O)CCC2CCCC2)c1	4	57*	0.3	0.4	-0.22	-12	-9	74*	-11
COC(=O)C(NC(=O)c1ccc(Cl)cc1)(Nc1nc(C)cs1)C(F)(F)F (stereo unspecified)	4	17	0.3	0.8	1.6	-10	-6	74*	6
CCN1CCc2c(C#N)c(N3CCCCC3)nc(N3CCOCC3)c2C1	9	68*	0.6	0.3	-1.6	19	-5	40	5
Cc1ccc(C)n1-c1ccc2c(c1)COC2=O	0	12	0.8	0.9	-0.52	-79	-51	20	20
COc1ccc(CN(Cc2cccnc2)C(=S)NCCc2ccccc2)cc1OC	nt	94*	0	0.1	2*	22	-5	96*	3
CCOC(=O)c1cc2sc(C)cc2n1CC(=O)N1CCOCC1	7	-9	0.3	1.1	0.25	-13	-25	65*	4
Cc1ccccc1Cn1c(=O)n(Cc2ccco2)c(=O)c2ccccc21	2	-28	0.7	1.3	-0.085	-1	9	28	-16
Cn1c(SCc2nc(-c3ccc(Cl)cc3)no2)nnc1-c1ccco1	16	56*	0.4	0.4	2.4	14	9	60*	3
COc1ccc(CNCc2cc3c(C(C)(C)C)nn(-c4ccccc4)c3[nH]c2=O)cc1	4	59*	0.6	0.4	0.76	0	-10	41	2
C=CCn1c(NCCc2ccccc2)nc2c1c(=O)n(C)c(=O)n2C	-2	20	0.7	0.8	0.31	27	-11	25	6
Cc1ccc(C(=O)NCC(=O)NCC(=O)OCc2ccc(Oc3ccc([N+](=O)[O-])cc3)cc2)cc1	nt	nt	nt	nt	-2	-11	-9	nt	8
CC(C)NC(=O)COc1ccc(S(=O)(=O)N2CCOCC2)cc1	nt	9	1.1	0.9	0.0081	-14	-6	-10	4
O=C(O)C1C2C=CC3(CN(C/C=C/c4ccccc4)C(=O)C13)O2 (stereo unspecified)	7	6	1	0.9	-0.22	-25	-43	-3	4
C=CCN=C(NC#N)SCc1ccccc1	9	12	0.6	0.9	0.62	-36	-13	44	5
CCN1C(=O)C2(Nc3ccccc3-c3nc4ccccc4n32)c2cc(OC)ccc21 (stereo unspecified)	nt	69*	0.7	0.3	nt	-5	-5	34	-5
CC(=O)c1ccc(OCC(O)CN2CCN(CCO)CC2)cc1 (stereo unspecified)	4	23	1.1	0.8	0.52	-26	9	-6	-4
CCc1nc(N2CCN(C(=O)c3ccco3)CC2)c2oc3ccccc3c2n1	1	92*	0.1	0.1	2.8*	-2	11	95*	-18
CC(Oc1ccc(Cl)cc1Cl)C(=O)N/N=C1\CCCc2ccccc21 (stereo unspecified)	nt	60*	0.6	0.4	-2.1	-2	2	43	-17
Cn1c(=O)c2c(nc(CN3CCN(C(=O)c4ccco4)CC3)n2Cc2ccc(Cl)cc2)n(C)c1=O	11	23	0.9	0.8	1.5	2	-19	12	9
CCOC(=O)C1(C(F)(F)F)N=C(C(F)(F)F)Nc2ccccc21 (stereo unspecified)	1	66*	0.5	0.3	-0.35	16	1	54*	8
CS(=O)(=O)Nc1ccc(-c2n[nH]c(=S)n2-c2ccccc2)cc1	9	17	1	0.8	-0.0058	1	-12	-2	8
CC(=O)c1c(C)[nH]c(C(=O)N2CCN(c3ncccn3)CC2)c1C	10	64*	0	0.4	0.24	13	-6	96*	-8
C/C(=N\NC(=O)c1ccc(OC2CCCC2)cc1)c1ccc(C)s1	nt	3	0.9	1	0.63	15	1	7	20
N#Cc1ccccc1-n1c(N)c(C(=O)N2CCCC2)sc1=S	-4	69*	0.8	0.3	nt	-41	-32	17	2

One compound at a time (already shown). Screens in order: Calb biofilm kill | CYP2C9 inhib | CYP2C19 act | CYP2C9 activ | DAT uptake mod | HUVEC tox IL1B | TNFa cytotox | CYP2C19 inhib | VCAM1 TNFa inh
`CCOC(=O)C1(C(F)(F)F)N=C(C(F)(F)F)Nc2ccccc21` (stereo unspecified) is listed as 1 | 66* | 0.5 | 0.3 | -0.35 | 16 | 1 | 54* | 8
`Cn1c(=O)c2c(nc(CN3CCN(C(=O)c4ccco4)CC3)n2Cc2ccc(Cl)cc2)n(C)c1=O` is listed as 11 | 23 | 0.9 | 0.8 | 1.5 | 2 | -19 | 12 | 9

More records.
SMILES	Calb biofilm kill	CYP2C9 inhib	CYP2C19 act	CYP2C9 activ	DAT uptake mod	HUVEC tox IL1B	TNFa cytotox	CYP2C19 inhib	VCAM1 TNFa inh
CCOC(=O)c1oc2ccc(S(=O)(=O)n3nc(-c4ccc(C)cc4)cc3N)cc2c1C	4	96*	0.5	0	0.25	-14	-38	48	-3
CC(c1cccnc1)N(CCN(C)C)C(=O)Nc1ccc(Cl)c(Cl)c1 (stereo unspecified)	-3	nt	nt	nt	-1.8	-2	-28	nt	3
CC(=O)Nc1ccc2c(c1)nc(CCNC(=O)c1ccccc1)n2C	8	nt	nt	nt	-0.23	4	-15	nt	1
Cc1ccccc1CSc1nnc(C)n1N	4	-8	1	1.1	-0.15	-6	-8	-4	-8
NS(=O)(=O)c1ccc(CNC(=O)CC23CC4CC(CC(C4)C2)C3)cc1	nt	9	1.1	0.9	nt	12	-20	-9	-6
N#Cc1c(-c2ccccc2)c(-c2ccccc2)nn(CC(=O)NNC(=O)Nc2ccc(Cl)c(Cl)c2)c1=O	nt	62*	0.8	0.4	1.3	-18	10	24	11
CCOC(=O)c1[nH]c(C)c(C(=O)OCC(=O)N2CCCCC2C)c1C (stereo unspecified)	7	72*	0.8	0.3	0.097	-13	-21	23	5
Cc1ccc(S(=O)(=O)N2CCOCC2)cc1C(=O)NCc1ccc(F)cc1	2	32	0.8	0.7	0.33	-64	-23	15	8
COc1cccc(N2C(=O)C3CCCN3C2c2ccc(Cl)cc2)c1 (stereo unspecified)	6	50*	0.3	0.5	-0.072	5	-19	69*	5
Cc1cccc2nc(C(F)(F)F)nc(=O)n12	nt	8	0.9	0.9	-0.081	20	20	7	-23
Cc1cc(=O)oc(C)c1C(=O)NCc1ccco1	5	5	0.9	1	0.056	-11	5	10	23
Nc1cccc(-c2nc3ccc(N)cc3s2)c1	3	58*	0.2	0.4	1.3	11	14	80*	-7
CN1CCc2c(sc3ncn4nc(-c5ccccc5O)nc4c23)C1	7	36	0.8	0.6	nt	5	-1	20	9
O=C(Cn1c(=O)n(-c2ccccc2)c(=O)n1CC(=O)N1CCCCC1)N1CCCCC1	-2	4	1	1	-0.26	3	-17	2	3
CCOc1nc(-c2ccccc2)ccc1-c1noc(-c2ccco2)n1	1	nt	nt	nt	0.95	6	12	nt	2
O=C(Nc1cnn(Cc2ccc(Cl)c(Cl)c2)c1)C12CC3CC(CC(C3)C1)C2	3	nt	nt	nt	0.39	-3	-10	nt	18
Cc1ccc(S(=O)(=O)N2CCN(C(=O)CN3CCN(C)CC3)C2)cc1	3	6	1	0.9	-1.5	-108	-6	0	-3
Cc1c(NC(=O)C(C)Sc2ccc3ccccc3n2)c(=O)n(-c2ccccc2)n1C (stereo unspecified)	3	9	0.8	0.9	1.1	0	10	23	-4
CCOc1ccccc1NC1=NCC(=O)N1Cc1ccc(F)cc1	6	15	0.7	0.9	0.94	-25	-26	27	3
Cc1nn(-c2ccc(F)cc2)c2sc(C(=O)OC3CCOC3=O)cc12 (stereo unspecified)	0	3	1.1	1	0	-8	0	-5	-1
Clc1ccc(Nc2nc(NCCN3CCOCC3)nc(N3CCOCC3)n2)cc1	nt	-2	1	1	0.77	nt	nt	0	nt
N#CC(=C=[N-])C1=C(C#N)C(c2ccccc2F)C([n+]2ccccc2)C(O)(C2CC2)N1 (stereo unspecified)	nt	24	1	0.8	-1.2	7	-12	-4	-1
Cc1cc(F)ccc1S(=O)(=O)Nc1c(C)n(C)n(-c2ccccc2)c1=O	3	50*	0.1	0.5	0.89	-81	-30	91*	9
CCOc1ccc(NC(=NCc2ccc3c(c2)OCO3)SC2CC(=O)N(c3ccccc3)C2=O)cc1 (stereo unspecified)	-1	nt	nt	nt	-1.5	0	11	nt	17
CC(C)NS(=O)(=O)c1ccc(CCC(=O)NCc2ccc3c(c2)OCO3)cc1	9	nt	nt	nt	-0.91	-5	-6	nt	-6
Cc1cc(C)nc(NC(=O)c2cnc3sccn3c2=O)n1	7	-6	0.6	1.1	-0.44	-51	0	44	10
CCc1ccc(C(=O)N2CCN(c3ccc(F)cc3)CC2)s1	7	48	0.1	0.5	2*	6	-13	87*	16
CC(O)c1nc2ccccc2n1C1CCCCC1 (stereo unspecified)	-2	-7	0.9	1.1	0.11	-3	-25	10	-20
COc1ccccc1N(C)S(=O)(=O)c1ccc(C(=O)NCC(C)C)cc1	nt	83*	0.5	0.2	0.68	2	28	52*	74*
Cc1cc(N2CCN(S(=O)(=O)Cc3ccccc3)CC2)n2ncnc2n1	5	14	1	0.9	-1.1	-89	-40	-2	-13
CN1C(C)(C)CC(=NOC(=O)c2ccccc2)CC1(C)C	nt	-1	1	1	-0.49	nt	-17	-2	20
C=CCNC(=O)c1onc(CSc2cccc(OCC)c2)c1C(=O)O	nt	46	0.8	0.5	0.44	10	-14	18	-8
Cc1nn(CC#N)c(=O)n1-c1ccccc1F	4	-7	1	1.1	-0.52	-5	-27	-1	6
C=CCn1c(SCC(=O)c2ccc(Br)cc2)nnc1C(CC(C)C)NC(=O)c1cccs1 (stereo unspecified)	6	-6	0.8	1.1	-0.31	-43	-11	18	8
COc1ccc(-c2nnc(SCC(=O)c3[nH]c(C)c(C(C)=O)c3C)o2)cc1	6	36	0.4	0.6	-0.87	-11	-11	63*	27
Cc1ccc(Nc2ccc([N+](=O)[O-])nc2[N+](=O)[O-])cc1	nt	-11	0.9	1.1	0.34	-2	-9	10	-5
COc1ccc(CCNC(=O)CSc2nnc(-c3cccc(C)c3)o2)cc1OC	3	36	0.4	0.6	0.1	-167	-33	56*	4
COc1cc(C(=O)Nc2ccc(N(C)C)cc2)cc(OC)c1OC	8	27	0.3	0.7	0.6	3	13	70*	-19
CCCCCCCCc1nnc(NC(=O)c2ccco2)s1	1	43	0.7	0.6	-0.25	10	-1	28	8
